# RMI FANCM FP: inhibitors of human RMI core complex binding to FANCM MM2 | Fluorescence polarization, RMI core complex with F-MM2 peptide; active compounds read low | FP signal (polarization) at 33 µM | 0.58% of 70,000 active | AID 1159607; in the data active means FP signal below about 40; further: inactives centre near 61; strong numbers were not always called active; unit not given here
# An asterisk follows results filed as active; & = joins results of further samples. An excerpt, so the mix of outcomes need not match the whole.
item	canonical_smiles	RMI FANCM FP
1	CN(C)/C=C/C(=O)c1ccc2c(c1)CCC(C)(C)O2	54
2	O=[N+]([O-])c1ccc(NS(=O)(=O)N2CCCCC2)cc1	61
3	Cc1nc2ccc(NC(=O)c3ccc(S(=O)(=O)N(C)C)cc3)cc2c(=O)n1-c1ccc(Cl)cc1	73
4	CCOc1ccc(NC(=O)Cn2ccn(-c3ccc(OC)cc3)c2=O)cc1	60
5	O=S(=O)(NCCOc1ccc(-c2ccc(F)cc2)nn1)c1ccccc1Cl	55
6	CCOC(=O)COc1ccc2c(C)c(Cc3c(Cl)cccc3Cl)c(=O)oc2c1	55
7	Cc1ccc(C)c(-n2ncc3c(=O)[nH]cnc32)c1	71
8	CCCOc1cc(N2CCN(C(=O)Nc3ccc(F)c(Cl)c3)CC2)nc(C)n1	54
9	COc1ccc(C)c2sc(Cl)nc12	74
10	CC(=O)c1cccc(NC(=O)CS(=O)(=O)c2ncc(-c3ccc(Cl)cc3)n2C)c1	53
11	Cn1cnc(-c2ccccc2)cc1=O	61
12	CC(C)(C)c1ccc(C(=O)NCc2ccsc2)cc1	73

# Continued (2 carried over from the part before).
item	canonical_smiles	RMI FANCM FP
11	Cn1cnc(-c2ccccc2)cc1=O	61
12	CC(C)(C)c1ccc(C(=O)NCc2ccsc2)cc1	73
13	O=C1C2C3C=CC(O3)C2C(=O)N1OCc1ccc(OC(F)(F)F)cc1 (stereo unspecified)	56
14	CC(=O)O[C@H]1CC[C@@]2(C)C(CC[C@]3(C)C2C(=O)C=C2C4[C@@H](C)[C@H](C)CC[C@]4(C(=O)O)CC[C@]23C)C1(C)C (stereo partly specified)	62
15	O=c1[nH]c2ccccc2c(=O)n1CCNc1cccc(Cl)c1	57
16	CCC(=O)N1CCN(Cc2nc(-c3ccc(F)cc3)cs2)CC1	60
17	Cc1nn(C2CCS(=O)(=O)C2)c2nc(-c3ccccc3)cc(C(=O)Nc3ccccc3F)c12 (stereo unspecified)	80
18	CC(C)NC(=O)Cc1ccc(-n2c(=O)c3ccccc3n(CC(=O)NCCc3ccccc3)c2=O)cc1	66
19	Cc1nn(C2CCS(=O)(=O)C2)c(C)c1S(=O)(=O)NCc1nc2ccccc2[nH]1 (stereo unspecified)	58
20	C=CCN1C(=O)C(C)(C)COc2cc(NC(=O)COc3ccc(Cl)cc3)ccc21	72
21	O=C(CN(Cc1ccc(Cl)cc1)S(=O)(=O)c1cccnc1)NC1CCCC1	70
22	O=C1CN(C(=O)COc2ccc(Cl)cc2)c2ccccc2N1	56
23	Nc1nc(C(F)(F)F)c(-c2cccc(C(F)(F)F)c2)s1	57
24	CCOC(=O)c1c(NC(=O)c2cccc([N+](=O)[O-])c2)sc(C)c1-c1ccccc1	55
25	Cc1cccnc1NC(=O)NC1CC(=O)N(c2ccc3c(c2)OCCO3)C1 (stereo unspecified)	58
26	CCc1ccc(-c2ccc(=O)n(Cc3nc(-c4cc(OC)cc(OC)c4)no3)n2)cc1	104
27	O=C(C1CCN(c2ncnc3c2sc2ncccc23)CC1)N1CCN(Cc2ccccc2)CC1	64
28	O=[N+]([O-])c1cccc(-c2nc(=S)c3c(n2Cc2ccco2)CCCC3)c1	54
29	S=c1nc(-c2ccccc2)c(-c2ccccc2)n[nH]1	63
30	O=C(CCCS(=O)(=O)c1ccc(F)cc1)N(Cc1ccccc1)Cc1ccccc1	53
31	O=C(NCCn1cc(SCC(=O)N2CCOCC2)c2ccccc21)c1cccs1	61
32	CCSc1nnc(NC(=O)CSc2nnnn2-c2ccc(C)cc2C)s1	52
33	CSc1nn(-c2ccccc2)cc1-c1noc(-c2ccc(Cl)cc2)n1	96
34	CC(=O)c1ccc(NC(=O)/C=C/c2ccco2)cc1	60
35	O=C(Cn1cccc(-c2nc(-c3ccc(Cl)cc3)no2)c1=O)N1CCCc2ccccc21	136
36	O=C(CCSc1ccc(Cl)cc1)Nc1nc2c(Cl)cccc2s1	79

# Rewritten with the structure last: part of the list above.
no.	RMI FANCM FP	SMILES
35	136	O=C(Cn1cccc(-c2nc(-c3ccc(Cl)cc3)no2)c1=O)N1CCCc2ccccc21
36	79	O=C(CCSc1ccc(Cl)cc1)Nc1nc2c(Cl)cccc2s1

# Going on with the list.
item	canonical_smiles	RMI FANCM FP
37	Cc1nn(C2CCS(=O)(=O)C2)c2nc(-c3cccs3)cc(C(=O)NCCCn3ccnc3)c12 (stereo unspecified)	66
38	COc1ccc(Cl)cc1NC(=O)C(=O)NCC(c1ccsc1)N1CCN(C)CC1 (stereo unspecified)	54
39	CSc1cccc(NC(=O)CN2CCN(CC(=O)Nc3cccc(SC)c3)CC2)c1	56&66
40	Cc1cccc(NC(=O)C2CCN(c3ccc(-c4ccccc4)nn3)CC2)n1	63
41	C/C(=N/OC(=O)c1ccc(Cl)cc1)c1ccc[nH]1	60
42	OC[C@H]1O[C@@H](Oc2ccc(O)cc2)[C@H](O)[C@@H](O)[C@@H]1O	67&47
43	CCn1c(SCC(=O)Nc2ccc(C)cc2Cl)nc2c(-c3ccccc3)csc2c1=O	79
44	CN(CC1CCCO1)S(=O)(=O)c1ccc(C(=O)Nc2sc3c(c2C#N)CCC3)cc1 (stereo unspecified)	57
45	CC(=O)Nc1ccc(NC(=O)c2c(C)coc2C)cc1	64
46	COc1ccc(C2CNN=C2C(=O)c2ccc3ccccc3c2)cc1 (stereo unspecified)	58
47	CC1(C)OC(=O)C(=Cc2c[nH]c3ccccc23)C(=O)O1	49
48	CS(=O)(=O)Nc1ccc2c(c1)CN(C(=O)c1cccs1)CC2	68
49	CCOc1ccc(CC(=O)NCCc2csc3nc(-c4ccccc4F)nn23)cc1	58
50	O=C(Cn1nnc(N2CCCCC2)n1)N/N=C\c1ccncc1	57
51	CCc1nnc(-c2ccc(NC(=O)C(C)(C)C)cc2)o1	64
52	CCn1nc(C(=O)Nc2ccc3nc(N4CCN(C)CC4)sc3c2)cc1C	63
53	O=C(NCCNc1ccc(C(F)(F)F)cc1[N+](=O)[O-])c1cccnc1Oc1ccccc1	57
54	CCOc1cc(C(NC(=O)c2ccc(OC)cc2)NC(=O)c2ccc(OC)cc2)ccc1OC	59
55	O=C(C1CC1)N1CCC(c2nnc(-c3ccco3)s2)CC1	62
56	COc1ccc(C)c2sc(N(CCCN(C)C)C(=O)c3ccno3)nc12	81
57	CC1CCCC(C)N1NC(=O)c1ccc(Cl)c(S(N)(=O)=O)c1 (stereo unspecified)	57
58	O=C(Cc1cccs1)Nc1nnc(-c2ccc3c(c2)OCO3)o1	68
59	CCS(=O)(=O)N1CCc2ccc(NS(=O)(=O)C(C)C)cc2C1	64
60	O=C(Cc1csc2nc(-c3ccc(Cl)cc3)cn12)Nc1ccc(F)c([N+](=O)[O-])c1	53

# Arranged by the number under RMI FANCM FP (highest first): some entries from above.
item	canonical_smiles	RMI FANCM FP
51	CCc1nnc(-c2ccc(NC(=O)C(C)(C)C)cc2)o1	64
54	CCOc1cc(C(NC(=O)c2ccc(OC)cc2)NC(=O)c2ccc(OC)cc2)ccc1OC	59
57	CC1CCCC(C)N1NC(=O)c1ccc(Cl)c(S(N)(=O)=O)c1 (stereo unspecified)	57

# (further entries)
item	canonical_smiles	RMI FANCM FP
61	CCCCOC(=O)c1ccc(NC(=O)C(=O)c2c(C)n(C)c3ccccc23)cc1	68
62	COc1cccc(C(=O)N(Cc2ccccn2)c2nc3c(C)ccc(Cl)c3s2)c1OC	69
63	COC(=O)C[C@H]1C(C)(C)[C@@H](O)[C@@H]2CC3=C4CC(O)O[C@@H](c5ccoc5)[C@]4(C)CCC3[C@@]1(C)C2=O (stereo partly specified)	61
64	CN(C)S(=O)(=O)c1ccc(C(=O)NCCCn2nc(-c3ccco3)ccc2=O)cc1	65
65	Cc1cc(C2=Nc3ccccc3SC2)ccc1Cl	62
66	CCOc1ccc2nc(N(CCCN(C)C)C(=O)c3ccc(S(=O)(=O)N4CCCC4)cc3)sc2c1	89
67	CC(C)(C)OCC(O)CN1C(C)(C)CC(O)CC1(C)C (stereo unspecified)	62
68	Cc1[nH]c2ccccc2c1C(c1cccs1)N1CCC(C)CC1 (stereo unspecified)	54
69	C=CCN1C(=O)C(C)(C)COc2cc(NC(=O)c3ccccc3Cl)ccc21	58
70	Cc1cccc(NC(=O)CSC2=NS(=O)(=O)c3cc(F)ccc3N2)c1C	51
71	O=S(=O)(c1ccc(Cl)cc1)n1nc(C(F)(F)F)c2cnccc21	52
72	C=CCC1C=C(C)CC(CC=C)N1 (stereo unspecified)	71
73	O=C(Cc1cc(=O)[nH]c(=O)[nH]1)NCCC1=CCCCC1	59
74	CCOC(=O)c1sc(NC(=O)CSc2nnc3[nH]c(=O)cc(C)n23)c(C(=O)OCC)c1C	53
75	COc1ccc(-c2nn(CCC#N)cc2/C=N/NC(=O)c2ccccc2)cc1	60
76	CCCC(=O)Nc1ccc(S(=O)(=O)NCCN2CCN(c3ccccc3F)CC2)cc1	66
77	O=C(NCc1c(F)cccc1F)c1n[nH]c2ccccc12	52
78	O=C(Nc1nnc(Cc2ccc(Cl)s2)o1)C1CCCCC1	72
79	Cc1noc(C)c1C(=O)N1CCN(C(=O)c2ccco2)CC1	52
80	COC(=O)c1cnn(-c2ccc(Cl)cc2)c1/C=N\NC(N)=S	57
81	O=C(Nc1nc(-c2ccc(F)cc2)cs1)c1ccc(Br)s1	79
82	COc1cc(C)c(C)cc1S(=O)(=O)NCCn1nc(-c2ccco2)ccc1=O	57
83	Clc1ccc(Cl)c2sc(N3CCN(c4nc5ccccc5s4)CC3)nc12	67
84	Cc1ccccc1C(=O)N1CCN(c2nc(-c3ccccc3)c3cc(Br)ccc3n2)CC1	50
85	Cc1ccccc1-c1ccc(N2CCC(C(=O)NCc3ccccn3)CC2)nn1	62
86	COc1cc(NC(=O)Cn2nc3ccc(SC(C)(C)C)nn3c2=O)cc(OC)c1OC	61
87	CC(=O)OCC(=O)[C@@]1(O)[C@H](C)CC2C3CCC4=CC(=O)C=CC4(C)C3=CCC21C (stereo partly specified)	53
88	Nc1nc(SCC(=O)Nc2nccs2)[nH]c(=O)c1NC(=O)c1ccccc1F	70
89	O=C(c1cccc(Cl)c1)N1CCOC(c2ccccc2)C1 (stereo unspecified)	72
90	COC(=O)Cn1c(=NC(=O)c2ccnn2C)sc2cc(SC)ccc21	70
91	N#C/C(=C/c1cn(CCC(=O)O)nc1-c1cccc(Cl)c1)C(N)=O	57
92	N#Cc1c(-c2cccs2)oc(-n2cccc2)c1-c1cc(Br)cs1	59
93	Cn1nc(OC(C)(C)C(=O)Nc2ccc(Cl)cc2Cl)cc1C(F)(F)F	61
94	CCC(=O)Nc1ccc(SCC(=O)Nc2cc(C)no2)nn1	61
95	Cc1ccc(-n2cc(C(=O)NC3CCN(Cc4ccccc4)CC3)nn2)cc1	65
96	Cc1c(C(=O)N2CCN=C2SCc2cccc(C(F)(F)F)c2)cccc1[N+](=O)[O-]	61
97	CC(=O)Nc1nc2c(C)cccc2s1	55
98	O=C(CSc1nnc2ccc3ccccc3n12)Nc1ccc(F)cc1	71
99	CN(C)CCCN1C(=O)C(=O)C(=C(O)c2ccc3c(c2)OCCO3)C1c1ccc(F)cc1 (stereo unspecified)	56
100	ON=C(c1cccs1)c1cccs1	57
101	CCCC(=O)N(CCn1cccn1)c1nc2ccc(OC)cc2s1	63
102	CCC(C)NC(=O)CCCn1nc(-c2cccs2)ccc1=O (stereo unspecified)	70
103	CS(=O)(=O)c1ccccc1C(=O)Nc1ccc(S(N)(=O)=O)cc1	55
104	Cc1ccc(-c2ccc(=O)n(CCCNC(=O)c3ccco3)n2)cc1	69
105	COc1ccc(CCNC(=O)C2(c3cccs3)CCCC2)cc1OC	62
106	CC1(C)C=Cc2c(cc3occ(-c4ccc5c(c4)OCO5)c(=O)c3c2O)O1	60
107	CC(C)COC(=O)Nc1nc(CC(=O)Nc2cccc(Cl)c2)cs1	76
108	C1=C(CCNCC2CC2)CCCC1	69
109	O=C(CCCSc1ccc(NC(=O)C2CC2)nn1)Nc1ccccc1Cl	70
110	O=C(CCCN1C(=O)c2cccc3cccc(c23)C1=O)OC(=NC1CCCCC1)NC1CCCCC1	61
111	c1ccc(C23OC4C5C6CC(C7C6C4C72)C53)cc1 (stereo unspecified)	49
112	OCCNc1ccc(NCCO)nn1	54
113	CCOC(=O)N1CCN(S(=O)(=O)c2cc(Cl)cc(Cl)c2O)CC1	59
114	O=C(NCCCN1CCN(c2ccccc2)CC1)C(=O)Nc1ccccc1	62
115	CN(c1ccccc1)S(=O)(=O)c1ccc(C(=O)Nc2ccc3ncsc3c2)cc1	65
116	NC(N)=NCc1cccc(I)c1	60&74
117	COc1ccc(S(=O)(=O)NCc2ccc3c(c2)OCO3)cc1C(=O)O	61
118	O=[N+]([O-])c1ccc2c(c1)OCCOCCOCCO2	54
119	CCOCCn1c(=NC(=O)c2ccc(C(C)=O)cc2)sc2cc(C)ccc21	62
120	O=C(CCCSc1ccc(NC(=O)C2CC2)nn1)NCc1ccccn1	67

# Values in list order from the entries so far.
# RMI FANCM FP, nos. 109 to 115, in order: 70, 61, 49, 54, 59, 62, 65

# (continued)
item	canonical_smiles	RMI FANCM FP
121	CCOC(=O)c1csc(Cc2ccc(-c3csnn3)cc2)n1	53
122	CC(=O)Nc1cccc(NC(=O)C2CCN(c3ccc(-c4ccc(F)cc4)nn3)CC2)c1	76
123	CCN(c1ccccc1)S(=O)(=O)c1ccc(C(=O)Nc2cc(C)nn2C(C)C)cc1	69
124	O=C(Nc1cccc(-c2ccc3nnc(-c4cccnc4)n3n2)c1)c1ccc(Cl)nc1	140
125	COc1ccc(Cn2cnc3ccccc32)cc1OC	61
126	CCOc1ccc2nc(N(Cc3cccnc3)C(=O)CSc3ccc(F)cc3)sc2c1	54
127	Cc1cc(-c2nnc(NC(=O)C(c3ccccc3)c3ccccc3)o2)n(C)n1	70
128	O=C(/C=C/C=C/c1ccc2c(c1)OCO2)N1CCCCC1	53&62&60
129	O=C(NCc1ccccn1)c1ccc(S(=O)(=O)N2CCOCC2)cc1	63
130	CN(NC(=O)NC(=O)c1c(Cl)cccc1Cl)c1cccc(F)c1C#N	56
131	CSc1ncc(Cl)c(C(=O)Nc2ccc(Br)cn2)n1	70
132	O=C(CSc1nccn1-c1ccc([N+](=O)[O-])cc1)Nc1ccc(Cl)c(Cl)c1	59

# Source: PubChem BioAssay (Small Molecule Screening Facility, UW Madison)
